KDM5B inh: KDM5B demethylase inhibition | Q9UGL1 | KDM5B demethylase, FDH-coupled NADH fluorescence (FDH is formaldehyde dehydrogenase) | Potency, µM (series often up to 57.7 µM), for the others: at the highest dose activity change, negative = inhibition, most hits filed as inhibitors | hit rate 2.6% among 220,000 | AID 1347165; active = well fitted inhibition curve with a large enough effect; inconclusive = small, poorly fitted or top-dose-only effect; inactive = no such curve, though single readings can be large or run the other way; also: 0% is about no effect; nearly all actives have a fitted effect of over 70% in size
Target sequence (Q9UGL1 whole entry, looked up): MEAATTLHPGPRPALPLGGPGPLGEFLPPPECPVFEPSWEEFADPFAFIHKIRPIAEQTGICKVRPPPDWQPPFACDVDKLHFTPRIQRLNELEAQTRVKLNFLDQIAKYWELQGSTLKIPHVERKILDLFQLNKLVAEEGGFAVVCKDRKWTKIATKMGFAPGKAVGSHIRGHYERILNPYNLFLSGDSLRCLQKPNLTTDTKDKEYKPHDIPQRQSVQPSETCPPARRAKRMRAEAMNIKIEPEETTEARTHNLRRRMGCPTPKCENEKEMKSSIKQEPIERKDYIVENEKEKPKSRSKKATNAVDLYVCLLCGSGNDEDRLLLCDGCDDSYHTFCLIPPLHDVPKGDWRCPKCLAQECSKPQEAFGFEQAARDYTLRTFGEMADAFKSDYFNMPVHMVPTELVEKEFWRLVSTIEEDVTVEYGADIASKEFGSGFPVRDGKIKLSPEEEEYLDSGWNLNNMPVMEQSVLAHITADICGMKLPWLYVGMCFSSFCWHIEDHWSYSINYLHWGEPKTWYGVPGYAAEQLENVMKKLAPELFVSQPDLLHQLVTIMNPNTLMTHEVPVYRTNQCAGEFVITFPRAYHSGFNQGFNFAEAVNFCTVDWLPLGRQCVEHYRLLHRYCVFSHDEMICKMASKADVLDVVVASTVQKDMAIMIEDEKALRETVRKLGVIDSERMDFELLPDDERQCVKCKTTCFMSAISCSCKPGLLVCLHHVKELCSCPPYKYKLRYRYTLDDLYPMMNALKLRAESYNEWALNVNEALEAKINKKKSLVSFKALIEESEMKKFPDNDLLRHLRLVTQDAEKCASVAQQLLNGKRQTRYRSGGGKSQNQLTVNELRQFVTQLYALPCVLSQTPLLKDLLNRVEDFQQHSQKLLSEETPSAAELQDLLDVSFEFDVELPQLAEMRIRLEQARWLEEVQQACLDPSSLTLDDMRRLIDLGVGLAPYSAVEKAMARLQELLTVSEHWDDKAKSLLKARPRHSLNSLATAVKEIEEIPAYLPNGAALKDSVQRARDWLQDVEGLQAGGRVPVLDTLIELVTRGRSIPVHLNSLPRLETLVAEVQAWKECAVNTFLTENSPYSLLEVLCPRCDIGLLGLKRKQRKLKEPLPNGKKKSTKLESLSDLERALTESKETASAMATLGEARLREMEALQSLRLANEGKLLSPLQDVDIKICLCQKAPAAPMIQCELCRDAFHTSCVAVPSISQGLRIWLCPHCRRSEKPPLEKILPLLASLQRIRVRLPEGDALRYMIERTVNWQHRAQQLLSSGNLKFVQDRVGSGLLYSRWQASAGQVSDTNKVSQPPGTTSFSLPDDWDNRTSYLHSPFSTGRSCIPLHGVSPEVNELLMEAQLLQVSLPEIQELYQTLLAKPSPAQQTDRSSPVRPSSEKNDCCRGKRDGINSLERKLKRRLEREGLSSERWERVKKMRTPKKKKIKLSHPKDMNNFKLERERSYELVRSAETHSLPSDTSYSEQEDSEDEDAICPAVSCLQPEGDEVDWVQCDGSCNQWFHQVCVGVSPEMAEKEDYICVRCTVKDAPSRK
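Measured: NADH fluorescence change, 30 min, RT. System: KDM5BΔAP 200 nM final, H3K4me3 peptide, α-KG, Fe(II), ascorbate, NAD⁺ plus FDH, pH 7.5 HEPES. Compounds: titrated, 10 min pre-incubation with enzyme.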
* hit, by the source's call; ? = inconclusive; [ ] = another dose, or the depositor's remark. Potency is read from the fitted curve at half-maximal effect. This is a subset (hit frequency here may not be typical).

KDM5B inh,SMILES
?,O=C(Oc1c(-c2ccccc2)c(=O)n2c3c(cccc13)CC2)c1ccc(Cl)cc1
-23.4%,CNc1nc(Nc2ccccc2C)c2cnn(-c3ccccc3)c2n1
?,CC(=O)Nc1nnc(SCc2cc(=O)c3cc(C)ccc3[nH]2)s1
4.1%,CCn1ccc(C(=O)N2CC(Oc3cccc(-c4nc(C)no4)c3)C2)n1
-6.8%[115 µM],CCS[C@H]1CCN2C(=O)c3ccccc3NC(=O)[C@H]12
-9.2%,C[C@]1(CO)C2CC[C@@H](O)[C@@H](CC(=O)NCc3cccs3)[C@]2(C)CC[C@H]1OC(=O)NC1CCCCC1 (stereo not given in full)
-15.9%[86.2 µM],CCCNC(=O)NCC1(COc2ccc(S(C)(=O)=O)cc2)C[C@@H](O)[C@@H](O)C1 (stereo not given in full)
-0.1%,CCc1c(C)nc(-n2nc(C)cc2NC(=O)c2ccccc2)[nH]c1=O
-21.1%,CS(=O)(=O)N1CCC(C2CCN(C(=O)NCc3ccco3)C2)CC1 (stereo not given)
13.2%,C/C(=N/Nc1ccc([N+](=O)[O-])cc1[N+](=O)[O-])C1CCCCC1
?,CCNC(=O)C(C)NC(=O)c1cc2ccc(OC)cc2nc1C (stereo not given)
9.9%,O=C(CCNC(=O)N1CCN(C(=O)c2cc3ccccc3[nH]2)CC1)NC1CC1
-13.8%,O=C1CCCN1CCCN1C(=O)[C@H]2CN(Cc3ccccc3)C[C@H]2C1=O
25.5%,CC(=O)[C@H]1CC[C@H]2[C@@H]3CC[C@H]4CC(=O)CC[C@]4(C)[C@H]3C(=O)C[C@]12C
2.0%,COc1cc2ncnc(N3CCN(C(C)=O)CC3)c2cc1OC
5.6%,CC(NC(=O)Cc1ccc(-c2ccccc2)cc1)C12CC3CC(CC(C3)C1)C2 (stereo not given)
39.8µM*,CC(C)NC(=O)c1nc(-c2ccsc2)c2cnccn12
-7.8%,Cc1cccc(C(C)C)c1NC(=O)CN1CCC(C(N)=O)(N2CCCCC2)CC1
2.6%,CCc1cccc(NC(=O)C(CC)n2nc(C)c3sc4ccccc4c3c2=O)c1 (stereo not given)
-0.9%,Cc1cc(C)c2c(CN3CCN(c4ccc(F)cc4)CC3)cc(=O)oc2c1
8.6%,Cc1ccccc1-c1nc(CNS(=O)(=O)c2ccc(Cl)cc2)c(C)o1
11.2%,COC(=O)c1cn(C(=O)c2ccc(C)cc2)c2ccccc12
-5.9%,CN1CC(=O)N(c2ccc(Cl)cc2)Cc2c(NCC(C)(C)C)ncnc21
2.5%,CC(CCN1CCC(C(O)(c2ccccc2)c2ccccc2)CC1)Oc1ccc([N+](=O)[O-])cc1Cl (stereo not given)
-16.3%,CNC(=O)[C@@H]1C[C@@H](NC(=O)c2cccs2)CN1C(=O)Cc1cnccn1
-26.2%,Cc1cc2oc(C(=O)Nc3ccc(S(=O)(=O)Nc4onc(C)c4C)cc3)cc(=O)c2cc1C
?,O=C(NC1CCN(c2cc(-c3ccc(F)cc3)[nH]n2)C1)c1cccc(Cl)c1 (stereo not given)
?,CN=C1S/C(=C\c2ccc(SC)cc2)C(=O)N1C
23.2%,N#CCC(=O)Nc1ccc(C(=O)N2CCN(S(=O)(=O)c3ccc4ccccc4c3)CC2)cc1
-10.2%,CNC(=O)N(O)C1N(NC(=O)Nc2ccccc2)C(=S)SC1(C)C (stereo not given)
8.4%,Cc1ccc(C(=O)Nc2nnc(S(=O)(=O)N3c4ccccc4CC3C)s2)cc1 (stereo not given)
-10.0%,Cc1nnc(NC(=O)c2ccc3c(ccn3Cc3ccccc3)c2)s1
-10.1%[86.2 µM],Cc1ccc(C(=O)NC[C@H]2O[C@@H](CC(=O)NC3CC3)[C@H](O)[C@@H]2O)cc1
?,CC1CCN(C(=O)c2c(NC(=O)c3ccccc3F)sc3c2CCC(C(C)(C)C)C3)CC1 (stereo not given)
?,COc1ccc2cc(C(=O)NCc3ccc4c(c3)CCN4C(=O)c3ccc(C)cc3)[nH]c2c1
17.1%,CCOc1ccccc1Nc1nc(-c2cc3cc(Cl)ccc3oc2=O)cs1
20.1%,COc1cc(C(=O)OC(C)C(=O)Nc2c(C)n(C)n(-c3ccccc3)c2=O)cc(Cl)c1OC (stereo not given)
-12.7%,CCc1ccccc1NC(=O)Cn1c(=O)n(CCCS(=O)(=O)C2CCCCC2)c(=O)c2ccccc21
7.2%,Cc1ccc(S(=O)(=O)Nc2nc(C)c(C(=O)NNS(=O)(=O)c3ccccc3)s2)cc1
-3.5%,COc1ccc(-c2nc3scc(CCNC(=O)Cc4ccc(F)cc4)n3n2)cc1
35.5µM*,Cc1cc(-c2cc3c(cn2)CN(Cc2ccccc2F)CCN3)ccn1
32.2%,NS(=O)(=O)c1ccc(NC(=O)COC(=O)Cc2ccc(Cl)cc2)cc1
-10.9%,O=C(CCc1nc2ccc(Cl)cc2[nH]1)N1CC(CO)C2(CCNCC2)C1 (stereo not given)
?,CCN1c2cc(C(=O)NCc3cccc(OC)c3OC)ccc2C(=O)N2CCCCCC21 (stereo not given)
?,Cc1ccc(C2(CCN3CCN(C)CC3)CCOC(C)(C)C2)cc1 (stereo not given)
-0.2%,CCn1c(=N)c(C(=O)NC2CCCC2)cc2c(=O)n3cc(C)ccc3nc21
8.3%,COc1cccc(NC(=O)C/C(C)=N/NC(=O)c2ccccc2Cl)c1
10.6%,Cc1nc2c(c(-c3ccc(O)cc3)n1)CN(Cc1ccccc1)CCC2
6.9%,COc1ccc(CCNc2c([N+](=O)[O-])ncn2C)cc1OC
-16.7%,CCN(CC)CCN1C(=O)C(=O)/C(=C(/O)c2ccc(OCc3cccc(C)c3)cc2)C1c1cccnc1 (stereo not given)
-18.7%,CN1CCN(C(=O)c2ccc3c(c2)N(Cc2cccc(Cl)c2)C(=O)c2ccccc2S3(=O)=O)CC1
-19.5%,O=C(CCn1c(=O)c2cccn2c2cccnc21)N1CCN(c2ccccc2F)CC1
?,CCOC(=O)c1cccc(NC(=O)COc2ccc3c(C)cc(=O)oc3c2)c1
-9.7%,O=S(=O)(Nc1cccc(-c2ccc(N3CCCC3)nn2)c1)c1cccc(C(F)(F)F)c1
-4.5%,Cc1cc(C(=O)N2CCC(c3nc(C4CCOCC4)no3)CC2)n(C)n1
6.5%,CCOc1ccc(Sc2cc(C(=O)NC(C)CC)c3ccccc3n2)cc1 (stereo not given)
4.2%,CC(=O)c1c(C)nn(CC(=O)N2CCN(c3ccnc(C)c3)CC2)c1C
?,CN1CCN(c2ccc(-c3nccc4c(=O)cc(N5CCOCC5)oc34)cn2)CC1
-5.7%,Cc1cccn2c(=O)c(C(=O)NCc3ccc(F)cc3)c(O)nc12
7.5%,CC(C)(C)C1CCC2(CC1)NC(=O)N(CC(=O)NCCCc1ccccc1)C2=O (stereo not given)

(listing goes on)
KDM5B inh,SMILES
?,CCN(CCCNC(=O)CSc1cc(=O)n(C)c2ccccc12)c1ccccc1
10.3%,CC(CCc1ccccc1)NC(=O)C(=O)NCc1n[nH]c(=O)c2ccccc12 (stereo not given)
1.5%,O=C(CCCSc1nc2ccccc2s1)Nc1ccc(C(F)(F)F)cc1
10.8%,O=C(Cc1cccs1)NCC12CC3CC(CC(C3)C1)C2
7.3%,CC(C)c1ccc(S(=O)(=O)N2CCC(C(=O)Nc3nccs3)CC2)cc1
7.0%,O=C(COC(=O)CCNS(=O)(=O)c1ccc(F)c(Cl)c1)Nc1c(Cl)cccc1Cl
11.5%,CCN(CC)S(=O)(=O)c1ccc2c(c1)c(=O)c(C(=O)N1CCN(c3cc(C)ccc3C)CC1)cn2C
-7.7%,CC(C)CCNC(=O)c1ccc(Cn2c(SCC(N)=O)nc3ccccc3c2=O)cc1
?,Cc1noc2c(-c3ccsc3)cc(-c3cccnc3)nc12
12.1%,O=C(O)CCCCCc1ccc(CCCCC(=O)O)s1
2.1%,COC(=O)c1c(C)[nH]c(C(=O)C(C)OC(=O)c2cccc(O)c2)c1C (stereo not given)
21.3%,N/C(COc1ccc2ccccc2c1)=N\O
-29.4%,CC(C)CC(C)N(C)C(=O)NCc1cccc(N(C)C)c1 (stereo not given)
-1.1%,O=C(c1cccc(-c2ccccc2F)c1)N1CC[C@@H](N2CCC(O)CC2)[C@H](O)C1
10.9%,Cn1c(SCC(=O)Nc2cccc(C(=O)O)c2)nnc1-c1ccc(Cl)cc1
8.7%,O=C(CSc1nnc2ccc(-c3cccs3)nn12)N1CCN(c2ccccc2)CC1
?,O=C(Cn1cncn1)N/N=C/c1ccccc1O
2.7%[149 µM],CN(C)C(=O)c1cc(-c2ccccc2S(C)(=O)=O)c2cccn2n1
3.4%,CCS(=O)(=O)Nc1ccc(C2(C(=O)NCc3cccc(C)c3)CCC2)cc1
15.6%,Clc1ccccc1OCc1nn[nH]n1
5.8%,Nc1nc(NCc2ccc(Cl)c(Cl)c2)c2[nH]cnc2n1
-13.3%,CC(=O)Nc1ccc(C2C(C#N)=C(N)OC3=C2C(=O)CC(C)(C)C3)cc1 (stereo not given)
-11.9%,CNC(=O)C(C)NC(=O)c1cccc(Cl)c1Cl (stereo not given)
-5.1%,O=C(c1cc2n(n1)CC(c1ccc(Cl)cc1)OC2)N1CCN(c2ccccc2)CC1 (stereo not given)

Filtered by structure: the compounds so far with a COOH group (2)
KDM5B inh,SMILES
12.1%,O=C(O)CCCCCc1ccc(CCCCC(=O)O)s1
10.9%,Cn1c(SCC(=O)Nc2cccc(C(=O)O)c2)nnc1-c1ccc(Cl)cc1

The list goes on:
KDM5B inh,SMILES
-8.7%,C=CCn1c(C(C)(C)Oc2ccc(Cl)c(C)c2)n[nH]c1=S
56.1%[activator],COCCCNC(=O)N1CCc2nn(CC3CC3)c(=O)n2CC1
-11.2%,Cn1c(=O)c2c(nc(NC(CO)CO)n2Cc2ccc(Br)cc2)n(C)c1=O
-11.0%,Cc1cc(NC(=O)CN2CCN(C(=O)c3cc(F)cc(F)c3)CC2)no1
-10.6%,FC(F)(F)c1cccc(-c2csc(-c3cnccn3)n2)c1
-8.0%,O=C(NC1CC1)C1c2ccccc2C(=O)N(C2CCCCC2)C12CCCCC2 (stereo not given)
18.2%,O=C(COc1ncnc2ccc(Br)cc12)N1CCOCC1
-6.4%,CCOCCOC(=O)c1nc2ccccc2nc1NCCc1ccc(OC)c(OC)c1
-20.5%,Cc1cccc(CNC(=O)c2cnc3c(-c4cccc(C)c4)c(C)nn3c2C)c1
17.0%,O=C(Cc1ccsc1)NCc1cccs1
?,O=C(c1cnc(C2CC2)nc1)N1C[C@@H](CN2CCCCCC2)[C@@H](CO)C1
-1.3%,COCCn1c(Cc2c(Cl)cccc2Cl)n[nH]c1=S
-19.2%,Cc1cccc(N2CCN(C(=O)CN3C(=O)COc4ccc(S(=O)(=O)N5CCCC5)cc43)CC2C)c1 (stereo not given)
5.1%,C[C@@H]1CN(C(=O)Cc2cn3ccsc3n2)CC[C@@]1(O)C1CCOCC1
-29.6%,O=C(Nc1cccc(-c2ccc(N3CCOCC3)nn2)c1)Nc1ccccc1Cl
-6.2%,COc1cccc(-c2nc3ccccc3c(=O)n2NC(=O)c2ccc(F)cc2Cl)c1
7.7%,CN=c1scc(C)n1/N=C/c1ccco1
?,CN1C[C@H]2CN(Cc3cn(C)c4ccccc34)CCN2C1=O
-8.1%,CC1CC(NN(C)C)C(C#N)(C#N)C(C)C1(C#N)C#N (stereo not given)
0.1%,COc1ccc(-c2nn3c(=O)c(NC(=O)c4ccccc4C)cnc3o2)cc1
-9.7%,CCCN(CCC)C(=O)c1cc2sc3ccccc3c2s1
?,CN(Cc1ccc(F)cc1)c1ccc2ncc(Nc3ccc4c(c3)OCO4)n2n1
18.9%,COCCC1(NC(=O)c2ccccc2)CCN(S(=O)(=O)c2ccc(C#N)cc2)CC1
-28.2%[86.2 µM],Cc1ccc(CN2CCC3(CC2)COCCN3C(=O)OCc2ccccc2)o1

Arranged by molecular weight (falling): some entries from above.
KDM5B inh,SMILES
-19.2%,Cc1cccc(N2CCN(C(=O)CN3C(=O)COc4ccc(S(=O)(=O)N5CCCC5)cc43)CC2C)c1 (stereo not given)
18.9%,COCCC1(NC(=O)c2ccccc2)CCN(S(=O)(=O)c2ccc(C#N)cc2)CC1
?,CN(Cc1ccc(F)cc1)c1ccc2ncc(Nc3ccc4c(c3)OCO4)n2n1
-28.2%[86.2 µM],Cc1ccc(CN2CCC3(CC2)COCCN3C(=O)OCc2ccccc2)o1
-9.7%,CCCN(CCC)C(=O)c1cc2sc3ccccc3c2s1

4 records picked at random from the list so far, as already listed:
KDM5B inh,SMILES
-19.5%,O=C(CCn1c(=O)c2cccn2c2cccnc21)N1CCN(c2ccccc2F)CC1
-4.5%,Cc1cc(C(=O)N2CCC(c3nc(C4CCOCC4)no3)CC2)n(C)n1
4.1%,CCn1ccc(C(=O)N2CC(Oc3cccc(-c4nc(C)no4)c3)C2)n1
?,Cc1ccc(C2(CCN3CCN(C)CC3)CCOC(C)(C)C2)cc1 (stereo not given)

More compounds:
KDM5B inh,SMILES
?,CCCCCCC(=O)N(O)C1CC(=O)N(c2ccc(Cl)cc2)C1=O (stereo not given)
19.5%,COc1ccc(-c2nnsc2C(=O)NCCC(C)C)cc1
?,C[C@H]1[C@@H]2[C@@H](O)[C@H]([C@H](C)C(=O)N3CCCC3)CC[C@@]2(C)CC[C@@H]1NC(=O)c1cncnc1
?,O=C(Nc1ccc2oc(-c3ccccc3F)nc2c1)c1ccccc1Cl
-16.8%,CCn1ccc(C(=O)N2CCC(N3C[C@H](O)C[C@H]3C(=O)NCc3cccnc3)CC2)n1
-15.2%,N#Cc1ccccc1S(=O)(=O)N[C@H]1CO[C@H]2[C@@H]1OC[C@@H]2n1nnnc1Oc1ccc(-n2ccnc2)cc1
